IP6K1 inhibitor – inhibitors of human IP6K1; activity change, % (series mostly up to about 58 µM); Q92551; 140,000 tested, 0.81% active; IP6K1 kinase, ADP-Glo luminescence, 2 h; hits give low values; AID 1645851; in the data active = activity change below about -25%
Target sequence (Q92551 whole entry, looked up): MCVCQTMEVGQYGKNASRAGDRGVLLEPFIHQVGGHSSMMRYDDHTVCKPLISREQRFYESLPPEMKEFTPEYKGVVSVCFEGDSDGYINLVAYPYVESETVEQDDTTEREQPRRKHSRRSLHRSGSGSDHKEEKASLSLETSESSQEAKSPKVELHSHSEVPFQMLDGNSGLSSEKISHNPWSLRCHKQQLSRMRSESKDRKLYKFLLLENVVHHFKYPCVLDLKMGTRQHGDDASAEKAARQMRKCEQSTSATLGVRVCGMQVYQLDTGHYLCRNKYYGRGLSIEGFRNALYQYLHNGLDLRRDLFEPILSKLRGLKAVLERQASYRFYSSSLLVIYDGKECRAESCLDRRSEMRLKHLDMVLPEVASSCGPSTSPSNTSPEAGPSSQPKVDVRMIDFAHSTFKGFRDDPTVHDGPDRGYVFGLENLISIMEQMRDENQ
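ADP-Glo luminescence measures ADP made by human IP6K1 during a 2 h RT reaction with ATP/IP6 (mix at 1.3 mM/130 uM); top library doses 57.5 and 19.1 uM final.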
SNCA expr inhib – reduces expression of the alpha-synuclein gene; 140,000 tested, 0.17% active; HEK-293 SNCA-luciferase knock-in, luminescence, 24 h; Potency, µM (top dose mostly 57.2 µM), for the others: at the highest dose activity change, negative = inhibition, usual class: inhibitors;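 note: potency is the fitted concentration of half-maximal effect; plate controls were DMSO cells for no effect and cell-free wells for full effect; nearly all actives have a fitted effect of over 45% in size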
Luciferase inh – blocks purified firefly luciferase enzyme activity; Potency, µM (doses to about 115 µM), inactives show top-dose activity change, negative = inhibition, most hits filed as inhibitors; AID 1347043; P08659; 76,000 tested, 2.5% active; purified P. pyralis luciferase, luminescence, biochemical; note: potency is the fitted concentration of half-maximal effect; nearly all actives have a fitted effect of over 65% in size
Target sequence (P08659 whole entry, looked up): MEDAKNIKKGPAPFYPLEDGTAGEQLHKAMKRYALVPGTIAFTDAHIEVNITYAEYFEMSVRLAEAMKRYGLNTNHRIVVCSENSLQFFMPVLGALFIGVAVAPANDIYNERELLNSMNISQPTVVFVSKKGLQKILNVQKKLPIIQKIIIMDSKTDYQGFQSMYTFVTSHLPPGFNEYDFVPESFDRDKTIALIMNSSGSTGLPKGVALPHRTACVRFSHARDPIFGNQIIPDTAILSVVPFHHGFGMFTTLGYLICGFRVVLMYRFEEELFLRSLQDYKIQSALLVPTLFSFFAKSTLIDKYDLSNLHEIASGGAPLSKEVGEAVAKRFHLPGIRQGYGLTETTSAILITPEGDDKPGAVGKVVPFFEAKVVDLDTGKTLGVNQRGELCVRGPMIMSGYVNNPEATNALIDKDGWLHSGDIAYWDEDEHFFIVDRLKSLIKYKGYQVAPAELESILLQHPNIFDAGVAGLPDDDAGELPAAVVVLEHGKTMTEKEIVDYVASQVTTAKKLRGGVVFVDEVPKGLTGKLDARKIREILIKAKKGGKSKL
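Luminescence read by CCD imager after adding enzyme (10nM final) to wells holding compound, titrated in qHTS. Substrates 10uM each D-luciferin and ATP; buffer 50mM Tris acetate pH 7.5, 10mM Mg acetate, Tween-20, BSA.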
SNCA viab count – counter-screen for SNCA expression inhibitors: cell viability | Potency, µM (titrated, usually from 57.1 µM), for the others: top-dose activity change, negative = cytotoxicity, actives largely listed as cytotoxic | HEK-293-SNCA-luc viability, GF-AFC fluorescence, 24 h | 150,000 tested, 0.12% active;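 note: potency is the fitted concentration of half-maximal effect; 0% = DMSO-treated cells and -100% = medium-only wells without cells; nearly all actives have a fitted effect of over 30% in size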
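Cytotoxicity counterscreen: after 24 h compound treatment of genome-edited SNCA-luciferase HEK-293 cells, live-cell protease substrate GF-AFC read by fluorescence after 30 min; activity scaled between DMSO (0%) and medium-only (-100%), curves Hill-fitted.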
GPT2 inh – inhibitors of human GPT2 alanine aminotransferase; Q8TD30; Recombinant GPT2, coupled pyruvate oxidase/HRP Amplex Red fluorescence; Potency, µM (highest dose often 57.7 µM), for inactives: at the highest dose activity change, negative = inhibition, actives largely listed as inhibitors; 100,000 tested, 0.25% active; note: potency is the fitted concentration of half-maximal effect; nearly all actives have a fitted effect of over 60% in size; many of its hits are not listed in these tables
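GPT2 10ng/uL, a-KG 250uM, L-Ala 2mM, HEPES pH7.5 + 0.0001% Tween; 30 min RT. Then Amplex mix (PO/HRP/ThPP), 30 min RT dark, fluorescence. AOA 50uM used as positive control.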
NIH3T3 tox – NIH 3T3 cell cytotoxicity | NIH 3T3 viability, CellTiter-Glo ATP luminescence, 48-72 h | Potency, µM (titrated, usually from 96.7 µM), inactives show at the top dose activity change, negative = cytotoxicity, hits mostly inhibitors | 94,000 tested, 4.3% active; note: potency is the fitted concentration of half-maximal effect; nearly all actives have a fitted effect of over 55% in size
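Viability of NIH 3T3 cells after 48 or 72 hr compound treatment at 37 °C was assessed by CellTiter-Glo, with luminescence imaged following a 10 min room-temperature step.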
HEK cytotox – kills HEK 293 cells. HEK 293 viability, ATP luminescence (CellTiter-Glo), 48-72 h. 94,000 tested, 6.6% active. AID 1345083. Potency, µM (highest dose often 115 µM), for inactives: at the highest dose activity change, negative = cytotoxicity, actives largely listed as inhibitors; note: potency is the fitted concentration of half-maximal effect; nearly all actives have a fitted effect of over 60% in size
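Luminescence from cellular ATP, measured with CellTiter-Glo, indicates HEK 293 viability. Cells plated at 250 cells/well are treated with compound for 48 or 72 hr at 37 degree Celsius before reagent addition.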
* hit, by the source's call; i = inactive; ? = inconclusive; / = not tested or not shown; [ ] = another dose, or the depositor's remark. Unless noted, calls come from the whole dose curve; as a rule, active = well fitted curve in the direction sought with a large enough effect; inconclusive = small, poorly fitted or top-dose-only effect, or another doubt; inactive = no such curve, though single readings can be large; an effect the other way counts as inactive or inconclusive. Unless noted, % is set by controls: 0 for no effect and ±100 for the full control effect.

SMILES | IP6K1 inhibitor | SNCA expr inhib | Luciferase inh | SNCA viab count | GPT2 inh | NIH3T3 tox | HEK cytotox
CCOc1ccc(NC(=O)Cn2nnc(C(=O)NCc3cccs3)c2N)cc1 | 0 | -2% | / | 0% | / | / | /
CCC(C(=O)Nc1nnc2n1CCS2)c1ccccc1 (configuration not stated) | 0 | 1% | / | -6% | / | / | /
CCN1C[C@H]2COc3cc(OC)ccc3[C@H]2N(C(=O)CC2CCCC2)CCC1=O | 2 | / | / | / | / | ? | -8%
CCOC(=O)C1CCCN(C(=O)c2nc3sccn3c2-c2cccc(C(F)(F)F)c2)C1 (configuration not stated) | 12 | -13% | / | -12% | i | -30% | ?
Cc1noc(-c2ccc(OC3CN(C(=O)c4cc(F)ccc4F)C3)cc2)n1 | -1 | -8% | 5% | 1% | -1% | -25% | ?
CCOC(=O)c1nccn1Cc1nc(-c2sccc2C)oc1C | 3 | 3% | 3% | 3% | -11% | ? | ?
COC1CCOC2(CCN(C(=O)NCc3ccc(F)cc3)CC2)C1 (configuration not stated) | -6 | -14% | -11% | -4%[12.5 µM] | i | -8% | 8%
Cc1ccccc1-c1cnc2[nH]cc(CC(=O)NCCN3CCOCC3)c2c1 | -12 | 4%[87.6 µM] | 1%[172 µM] | -8%[87.6 µM] | -11%[88.5 µM] | ? | ?
CCN(CC)C(=O)[C@@H]1CCC[C@@H](NC(=O)c2cccnc2)CN(C)C(=O)C1 | 15 | -8%[87.6 µM] | -6%[172 µM] | 2%[87.6 µM] | -5%[88.5 µM] | -7%[138 µM] | i
C=C1C[C@H]2[C@@H]3C=C(C)C4=CC(=O)CC[C@]4(C)[C@H]3CC[C@]2(C)[C@@]1(OC(C)=O)C(C)=O | -4 | 16%[25.6 µM] | / | 6%[23.9 µM] | -1% | / | /
CC(C)N1C(=O)C2(CCCC2)C1C(=O)NCCCN1CCc2ccccc2C1 (configuration not stated) | -10 | -6% | 2% | -3% | -6% | -3% | 3%
Cc1sc2c(c1C)C(c1ccc(Cl)cc1)=N[C@H](CC(=O)NCCCCNC(=O)COc1cccc3c1C(=O)N([C@H]1CCC(=O)NC1=O)C3=O)c1nnc(C)n1-2 | -3 | / | / | -32% | 4% | / | /
COCCC1(NS(C)(=O)=O)CCN(C(=O)c2ccoc2)CC1 | -8 | -24% | -10% | -4% | -13% | -2% | 3%
COc1ccc(NC(=O)Cn2nnc(C(=O)NCc3cccs3)c2N)cc1 | 9 | ? | / | 2% | / | / | /
Cc1ccc(C(=O)N2CCC3(CC2)Nc2ccccc2NC3=O)cc1O | -9 | 2% | -6% | -2% | -18% | -27% | ?
CC1CCC2(CC1)NC(=O)N(CC(=O)NC(C)c1ccccc1)C2=O (configuration not stated) | 18 | -17% | 9% | -8% | -2% | -16% | 7%
CC(C)Cc1nc2ccc(NC(=O)CC[C@H]3NC(=O)c4ccccc4NC3=O)cc2[nH]1 | 12 | -1% | -6% | 10% | i | i | 2%
COC(=O)c1ccc(Cl)cc1NC(=O)N1CCC(CN2CCC(C)CC2)CC1 | -10 | -6% | / | -18% | / | / | /
Cc1ccc(C2Cn3nnc(C(=O)N4CCC(C(=O)Nc5ccc(F)c(F)c5)CC4)c3CO2)cc1 (configuration not stated) | 0 | 64%[activator] | 40µM* | -2% | -1% | -15% | ?
Cc1cn2nnc(C(=O)N3CCC(C(=O)Nc4cccc(F)c4)CC3)c2c(=O)[nH]1 | -6 | ? | 0% | -13% | -5% | -9% | 3%

Pulled one by one from above, 2 records:
SMILES | IP6K1 inhibitor | SNCA expr inhib | Luciferase inh | SNCA viab count | GPT2 inh | NIH3T3 tox | HEK cytotox
CCOC(=O)C1CCCN(C(=O)c2nc3sccn3c2-c2cccc(C(F)(F)F)c2)C1 (configuration not stated) | 12 | -13% | / | -12% | i | -30% | ?
CCN(CC)C(=O)[C@@H]1CCC[C@@H](NC(=O)c2cccnc2)CN(C)C(=O)C1 | 15 | -8%[87.6 µM] | -6%[172 µM] | 2%[87.6 µM] | -5%[88.5 µM] | -7%[138 µM] | i

Next section.
SMILES | IP6K1 inhibitor | SNCA expr inhib | Luciferase inh | SNCA viab count | GPT2 inh | NIH3T3 tox | HEK cytotox
N#Cc1cccc(C(=O)N2CCc3c(n(Cc4ccccc4)n(-c4ccccc4)c3=O)C2)c1 | 8 | -9%[87.6 µM] | 3%[172 µM] | -13%[87.6 µM] | -20%[88.5 µM] | ? | -5%[172 µM]
Cc1[nH]c2ccc(C(=O)N[C@H]3CCOC[C@H]3C3CCOCC3)cc2c1C | 15 | -13% | 2% | 0% | i | 4% | i
Cn1c(=O)[nH]c(=O)c2c1nc(NCCc1ccccc1)n2Cc1ccc(F)cc1 | -5 | ? | / | 0% | / | / | /
CCn1ncc(N2CCC(NC(=O)c3ccccc3)CC2)cc1=O | 32 | 42%[activator] | 6% | 5% | 2% | -7% | -3%
CC1=C[C@@H](CC#N)[C@H](C(C)C)C[C@H]1CC(=O)N1CCN(C)CC1 | 16 | -24%[87.6 µM] | 0%[172 µM] | -6%[87.6 µM] | -20%[88.5 µM] | -20%[174 µM] | -28%[172 µM]
Cc1cc2c(c(=O)n(-c3ccc(F)cc3)c(=O)n2CC(=O)Nc2ccccc2F)n1C | -9 | 13% | -21% | -8% | i | ? | ?
Cc1ncccc1C(=O)N1CC(=O)N(C2CCCCC2)CC(OCc2ccccc2)C1 (configuration not stated) | -6 | 9% | 0% | 6% | 3% | i | 15%
COc1cccc(CN2CCCC(N3CCN(c4cccc(C(F)(F)F)c4)CC3)C2)c1O (configuration not stated) | 1 | -12% | 11% | ? | -17% | ? | 32µM*
NCc1ccc(-c2ccccn2)cc1 | -5 | -13%[87.6 µM] | / | 0%[87.6 µM] | -19%[88.5 µM] | 3%[174 µM] | i
Cc1ccc(S(=O)(=O)C(CNC(=O)c2c(F)cccc2F)c2ccco2)cc1 (configuration not stated) | 18 | 46%[activator] | / | 0% | / | / | /
Cn1ccnc1C(=O)N1CCc2nn(C)c(=O)n2CC1 | -5 | -1% | -2% | -30% | i | -12% | 0%
COc1cc(OC)cc(C(=O)N2CCN(c3ncccn3)CC2C(=O)O)c1 (configuration not stated) | 3 | -12% | 6% | -2% | -9% | -17% | -8%
COC1CCC(C(=O)N2CC(COc3ccccc3)C3(C2)CN(c2ccccc2)C3)CC1 (configuration not stated) | 10 | ? | -22%[172 µM] | -25%[87.6 µM] | -31%[88.5 µM] | 89µM* | 89µM*
CC(C)(NC(=O)c1cccs1)C(=O)N[C@@H]1CCOC[C@H]1OCC1CCC1 | 0 | 7% | 3% | -3% | 2% | 3% | -1%
CN1C(=O)C2(c3ccccc31)N(c1ccc(F)c(Cl)c1)C(=O)CS2(=O)=O (configuration not stated) | -6 | 0% | / | -4% | / | / | /
Cc1nc(C)c(C(=O)NC2CC(c3nnc(Cn4ccnc4)n3C)C2)s1 (configuration not stated) | 8 | 17% | 0% | 4% | -9% | 0% | i
O=C(N[C@H]1[C@H](O)[C@H](O)C[C@@H]1c1ccccc1)c1ccccn1 | 1 | 10%[87.6 µM] | -3%[172 µM] | 14%[87.6 µM] | 2%[88.5 µM] | ? | i
CCOC(=O)Cc1c(C)nc2c(-c3ccc(OC)c(OC)c3)c(C)nn2c1C | 9 | 34%[activator] | / | -22% | / | / | /
CCOc1ccc(CCNS(=O)(=O)c2c(C)nc3scc(C)n3c2=O)cc1OCC | 16 | 1% | / | 0% | / | / | /
CC(C)CCNC(=O)CCCN1C(=O)c2ccccc2Sc2ncccc21 | -9 | 23% | / | -3% | / | / | /

Gathered by group: those above with a CF3 group
SMILES | IP6K1 inhibitor | SNCA expr inhib | Luciferase inh | SNCA viab count | GPT2 inh | NIH3T3 tox | HEK cytotox
CCOC(=O)C1CCCN(C(=O)c2nc3sccn3c2-c2cccc(C(F)(F)F)c2)C1 (configuration not stated) | 12 | -13% | / | -12% | i | -30% | ?
COc1cccc(CN2CCCC(N3CCN(c4cccc(C(F)(F)F)c4)CC3)C2)c1O (configuration not stated) | 1 | -12% | 11% | ? | -17% | ? | 32µM*

Continued.
SMILES | IP6K1 inhibitor | SNCA expr inhib | Luciferase inh | SNCA viab count | GPT2 inh | NIH3T3 tox | HEK cytotox
CCOC(=O)CSc1nc2ccccc2c(=O)n1-c1ccc(C(=O)NCCOC)cc1 | 37 | 3% | / | 1% | / | / | /
CN(Cc1cc(-c2cccnc2)no1)C(=O)C1COc2ccccc2C1 (configuration not stated) | 6 | -7% | 0% | -9% | 3%[11.5 µM] | ? | ?
CC1CCC(NC(=O)c2noc(-c3ccccc3F)n2)CC1 (configuration not stated) | 13 | -16% | 8.9µM* | -16% | ? | -21% | -27%
CN(C)CCCCCCNC(=O)c1cccc(-c2cc(O)c3ncccc3c2)c1 | -24 | / | / | ? | i | / | /
CC1=CCC2C(C)(CO)CCCC2(C)C1CC12OC1C(O)C(CO)=CC2O (configuration not stated) | -4 | / | / | -5% | i | / | /
COCc1cc(CNC(=O)C2COc3ccccc3C2)[nH]n1 (configuration not stated) | 12 | 0% | -3% | 10% | 1% | -17% | -3%
CCCC(=O)NC1CCN(C(=O)N2CC3CC(C2)[C@H]2CCCC(=O)N2C3)CC1 (some centres not stated) | 7 | 0% | 2% | 9% | -2% | 1% | -7%
O=C(c1ccccc1OCC1CCCN(Cc2ccccn2)C1)N1CCCC1 (configuration not stated) | -3 | 4% | 4% | -8% | -15% | -1% | 0%
Cc1cc(C)cc(OCC(=O)NCC(c2ccc(Cl)cc2)N2CCCCC2)c1 (configuration not stated) | -14 | 2% | / | 0% | / | / | /
Cc1ccccc1OCCSc1nnc(-c2cccs2)o1 | 17 | ? | / | -5% | / | / | /
CCc1ccc2oc(C(=O)Nc3ccccc3C(=O)OC)cc(=O)c2c1 | -12 | 4% | / | 0% | / | / | /
COc1cccc(NC(=O)Cn2c(=O)n(-c3ccccc3)c(=O)c3c2c2cc(OC)ccc2n3C)c1 | 0 | 1% | / | -14% | / | / | /
COc1cccc(-n2ccnc2SCC(=O)Nc2ccc(Cl)c(Cl)c2)c1 | -18 | -10% | / | 5% | / | / | /
COCC1CN(C(C)=O)CC12CCN(Cc1ccccc1OC)CC2 (configuration not stated) | 18 | -17% | 6% | -1% | i | -16% | -2%
Cc1nc(CN2Cc3nc(Nc4ccccc4)ccc3OCC2=O)cs1 | -5 | -14%[87.6 µM] | -5%[172 µM] | 2%[87.6 µM] | -7%[88.5 µM] | ? | ?
COc1ccc(CCN2CC(NC(=O)Cn3ccc(C)n3)CC2=O)cc1 (configuration not stated) | 0 | -10% | 3% | 11% | -12% | -2% | 4%
CC(=O)N1CCC2(CC1)C(=NC1CCCCC1)NC(=O)N2c1cccnc1 | 6 | 2% | -6% | 5% | i | -11% | -4%
CSc1ccc(-c2nc3ncccn3c2Nc2ccc(C)c(C)c2)cc1 | 17 | 0% | / | 2% | / | / | /
COc1ccc2c(c1)NC(c1ccc(Cl)cc1)=NC(c1cccs1)=N2 | 7 | 19% | / | -4% | / | / | /
O=C(Nc1ccc(Cl)cc1C(F)(F)F)N1CCC(n2cnnc2C2CC2)C1 (configuration not stated) | 6 | 22% | -8% | 5% | i | -6% | 1%

Screens: PubChem BioAssay, National Center for Advancing Translational Sciences (NCATS)
